Source: PubChem BioAssay (several laboratories)
STK33 inh: blocks human STK33 kinase activity; Q9BYT3; inhibition, % at 10 µM; purified STK33, MBP phosphorylation, ADP-Glo luminescence; 320,000 tested, 0.073% active; AID 2661;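 active means inhibition at or above 25%, using the most active replicate where run in duplicate; inactive means inhibition below 25%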
Target sequence (Q9BYT3 whole entry, looked up): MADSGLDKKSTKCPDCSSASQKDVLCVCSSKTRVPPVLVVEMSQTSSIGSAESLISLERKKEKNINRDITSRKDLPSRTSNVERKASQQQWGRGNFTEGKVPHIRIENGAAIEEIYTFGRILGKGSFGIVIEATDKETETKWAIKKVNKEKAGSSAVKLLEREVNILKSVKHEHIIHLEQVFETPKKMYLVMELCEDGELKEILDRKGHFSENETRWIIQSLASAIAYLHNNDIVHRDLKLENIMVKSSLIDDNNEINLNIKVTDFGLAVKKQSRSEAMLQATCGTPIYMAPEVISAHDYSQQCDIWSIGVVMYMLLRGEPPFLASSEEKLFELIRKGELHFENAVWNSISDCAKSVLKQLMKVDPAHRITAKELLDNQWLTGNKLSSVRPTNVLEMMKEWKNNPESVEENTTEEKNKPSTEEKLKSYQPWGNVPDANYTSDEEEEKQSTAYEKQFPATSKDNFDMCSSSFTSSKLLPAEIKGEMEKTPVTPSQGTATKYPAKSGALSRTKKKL
OX1R antag-1: OX1R (human) antagonism; O43613; OX1R-expressing cells, FRET antagonist read-out; inhibition, % at 6.6 µM; 330,000 tested, 1.8% active; AID 485270; in the data active means inhibition mostly above about 38%, no sharp cut-off; inactive means mostly below about 40%;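 further: 0% = agonist challenge alone and 100% = reference antagonist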
Target sequence (O43613 whole entry, looked up): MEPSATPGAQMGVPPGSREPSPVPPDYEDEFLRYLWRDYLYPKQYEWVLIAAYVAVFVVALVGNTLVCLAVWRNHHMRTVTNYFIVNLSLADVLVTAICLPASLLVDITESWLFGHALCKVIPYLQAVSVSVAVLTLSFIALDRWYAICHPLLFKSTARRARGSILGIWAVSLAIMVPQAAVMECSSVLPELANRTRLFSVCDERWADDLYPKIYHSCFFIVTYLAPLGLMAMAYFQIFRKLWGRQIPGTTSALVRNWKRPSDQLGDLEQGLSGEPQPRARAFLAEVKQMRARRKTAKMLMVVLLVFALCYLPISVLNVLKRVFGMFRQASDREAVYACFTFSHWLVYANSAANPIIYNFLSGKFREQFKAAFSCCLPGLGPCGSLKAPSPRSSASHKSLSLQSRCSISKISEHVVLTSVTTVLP
OX1R antag-2: human HCRTR1 antagonism; O43613; CHO/OX1R cells, Fluo-8 calcium fluorescence, orexin A; inhibition, % at 5 µM; 330,000 tested, 0.43% active; AID 434989;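 active means inhibition above its plate's threshold, mean inhibition of all tested compounds on the plate plus 3 SD, cut at about 37% in these data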;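 further: 0% = orexin A challenge wells and 100% = SB-334867-A antagonist wells; not every result past the cut was called active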
Numbers without * were called inactive; . = not tested or not shown.

STK33 inh	OX1R antag-1	Molecule	OX1R antag-2
-2.1	36	Cc1sc2ncnc(N3CCC(C)CC3)c2c1C	-27
-0.9	14	CCCCN1CC(=O)N2[C@H]3c4cc(Br)ccc4OC[C@@H]3[C@H](C(=O)OCC)[C@]2(C)C1=O	-26
-0.3	31	O=C(NCc1ccc(F)cc1)C(Cc1ccccc1)n1cccc1 (configuration not stated)	-28
0.8	11	O=C(OCc1ccccn1)c1ccc(COc2ccccc2Cl)o1	-2
-0.2	18	CCCCC1=NN(C(=O)c2cocc2C)C(O)(C(F)(F)F)C1 (configuration not stated)	-1
-2.2	1	NC1=NC[C@H](Cc2ccc(O)cc2)N1CC1CCCCC1	-9
-2.7	43	CCN(CC)C(=O)CSc1nnc(-c2ccccc2)c(-c2ccccc2)n1	-16
1.2	12	Cn1nnc(NC(=S)NC(=O)c2cc(Cl)ccc2Cl)n1	-15
-0.6	42	Cc1cc(NC(=O)C(C)SCC(=O)OCc2c(Cl)cccc2Cl)no1 (configuration not stated)	-14
-0.8	13	C/C(=N\N=C(N)N)c1ccc(Cl)cc1Cl	-14
-1.0	13	COc1ccc(N2CCN(C(=O)COC(=O)c3ccc(C)o3)CC2)cc1	-8
0.7	7	Cc1nc(N)sc1C(=O)N/N=C/c1ccc([N+](=O)[O-])cc1	-3
0.3	27	COc1ccc(CN(C(=O)c2snc(C(N)=O)c2N)C(C(=O)NC2CCCC2)c2cc(OC)ccc2OC)cc1 (configuration not stated)	-16
0.0	18	O=S(=O)(NC1CCCCC1)c1ccc(S(=O)(=O)N2CCN3CCCC3C2)cc1 (configuration not stated)	-12
-1.4	17	Cc1ccc(-c2nc(NCc3ccco3)c3ccccc3n2)cc1	-19
5.5	18	Cc1ccc(C(=O)N/C(=C/c2ccc(Cl)cc2)C(=O)N2CCOCC2)cc1	-22
-1.0	2	O=c1cc(OCc2ccccc2)cc[nH]1	3
-0.1	7	CCC(=O)NCCc1cc2ccc(C)c(C)c2[nH]c1=O	-14
-0.8	-1	Cn1cc(C(=O)NCc2ccc(F)cc2)cn1	-10
-0.3	6	Cc1ccc(C)c(NC(=O)CCN2CCN(CCO)CC2)c1	-10
1.1	11	O=C1CC(c2cccc(O)c2)Oc2ccccc21 (configuration not stated)	9
0.7	34	Cc1ccc(SCc2ccc(C(=O)Nc3cccnc3)cc2)cc1	-6
-0.7	15	COc1ccc(C[C@H]2CN3C(=NC[C@@H]3C)N2CCNC(=O)CCC2CCCCC2)cc1	-33
-1.2	14	CCOC(=O)c1cccc(NC(=S)NC(=O)c2cccnc2)c1	-13
-1.4	18	O=C(Nc1ccc(S(=O)(=O)N2CCOCC2)cc1)c1cccs1	-9
2.5	14	Clc1ccc(OCCn2ccnc2)c2ccccc12	-23
0.0	38	CCOc1ccc(/C=C2\SC(=S)N(CC(=O)N(CCO)C(C)(C)C)C2=O)cc1	-3
-1.2	10	Cc1cc(C)cc(NC(=O)Cn2nnc(C(=O)NCc3ccco3)c2N)c1	-4
-0.5	50*	Cc1csc(=O)n1CCC(=O)OCc1nnc(-c2ccc([N+](=O)[O-])cc2)o1	-16
0.8	10	COc1cc2c(cc1OC)CN(CC(=O)NC(=O)NC(C)(C)C)CC2	-10
-0.1	16	CCCc1cc(=O)n2nc(N3CCC(C(=O)N4CCN(c5cccc(OC)c5)CC4)CC3)sc2n1	-16
0.2	11	Cc1ccc(-c2ccc(CCC(=O)O)n2NC(=O)c2ccc([N+](=O)[O-])cc2)cc1	-7
1.7	12	O=C(NCC1CCCCC1)C1(CC2CC(c3cccc(Br)c3)=NO2)CCNCC1 (configuration not stated)	-24
0.0	24	Cc1cc(N2CCCC(C(=O)Nc3cccc4ccccc34)C2)n2ncnc2n1 (configuration not stated)	-30
0.5	9	Cc1ccc(C)c(N(C(=O)c2csnn2)C(C(=O)NC2CCCC2)c2ccncc2)c1 (configuration not stated)	-16
-0.8	34	COc1ccc(N2CCN(C(=O)c3nc4nc(C)cc(C)n4n3)CC2)cc1	-22
-0.7	16	CCN(Cc1ccccc1)Cc1nnnn1Cc1ccccc1	-22
-1.1	7	O=C(O)C(Cc1ccccc1-c1ccccc1)C(=O)O	-2
0.8	6	Cc1ccc(NC(=O)C(c2ccc(Cl)cc2)N2CCOCC2)cc1 (configuration not stated)	-10
-2.3	16	O=C(NNC(=S)Nc1ccc(Cl)cc1Cl)C1CC1	-12
-1.4	13	O=C(Nc1ccc2c(c1)OCCO2)C1CCN(C(=O)c2ccc(F)cc2)CC1	-10
-0.8	11	CC1=C(C(=O)OC2CCCCC2)C(c2ccc(C)o2)C2=C(CC(C)(C)CC2=O)N1 (configuration not stated)	-27
0.5	11	Cc1cc(S(=O)(=O)N2CCOCC2)ccc1OCC(=O)NCc1ccccn1	2
0.3	6	CC(=O)N/C(=C\c1ccccc1)C(=O)Nc1ccc(O)cc1	-11
0.2	31	CCc1cccc(NC(=O)CN(C)S(=O)(=O)c2cccc3nsnc23)c1	-30
-0.6	23	N#Cc1c(N)sc2c1CCN(CCc1ccccc1)C2	-8
0.7	17	O=C(O)/C=C\C(=O)Nc1ccc(N2CCN(c3ccc(Cl)cc3)CC2)cc1	-8
-1.5	12	O=C(C(c1ccccc1)c1ccccc1)N1CCN(c2ccccn2)CC1	-15
-0.8	11	Cc1cc(NC(=O)COC(=O)c2ccc(S(=O)(=O)C(F)F)cc2)n(-c2ccccc2)n1	-23
1.4	27	O=C(Nc1ccc2nc(-c3cccnc3)[nH]c2c1)c1ccccc1F	-3
0.4	14	COc1ccc(-n2cc(CNCCc3cscn3)c(-c3ccccc3Cl)n2)cc1	-17
1.4	19	COc1cc2cc(CN(CCc3ccccc3C)C(=S)NCCCN3CCOCC3)c(=O)[nH]c2cc1OC	-19
-1.0	17	Cc1ccc(CNC(=O)CS(=O)Cc2nc(-c3ccccc3Cl)oc2C)cc1 (configuration not stated)	-21
-0.7	13	COc1cc(OC)c(C(=O)OCC(=O)Nc2ccc(S(=O)(=O)N3CCOCC3)cc2)cc1OC	10
-1.2	17	CN(C)c1cnn(-c2ccccc2)c(=O)c1Cl	9
-0.9	9	COc1ccc(C2(C(=O)NCCN3CCOCC3)CCOCC2)cc1	-5
-0.3	5	N#Cc1ccsc1NC(=O)C1CCN(C(=O)c2ccc(F)cc2)CC1	-11
0.8	5	CSC1=C(C#N)C(c2ccccc2C)C(C#N)=C(N)N1 (configuration not stated)	-11
-1.1	25	CCS(=O)(=O)N1CCN(Cc2ccc([N+](=O)[O-])cc2)CC1	4
-1.7	-6	Nc1nc(SCC(=O)NCc2ccco2)[nH]c(=O)c1-c1ccccc1	-2

(cont.)
STK33 inh	OX1R antag-1	Molecule	OX1R antag-2
-1.1	-5	Cc1ccc(S(=O)(=O)N2CCOCC2)cc1C(=O)OCC(=O)NC1CC1	21
-0.1	4	Cc1cccc(OCCC(=O)NCC(c2ccccc2)N(C)C)c1 (configuration not stated)	-16
4.2	7	COc1ccc(/C=C2\SC(=S)N(CCC(=O)Nc3cccc(C(=O)O)c3)C2=O)cc1OC	-24
0.5	17	CC1CCN(C(=O)C2CCCN2S(=O)(=O)c2ccc(Cl)cc2)CC1 (configuration not stated)	-24
1.5	19	COc1ccc(-c2ccc(CCC(=O)O)n2NC(=O)c2ccc(O)cc2)cc1	5
-0.8	26	O=C(NCc1ccc2c(c1)OCO2)c1nc(Cn2ccc([N+](=O)[O-])n2)no1	-35
-0.5	2	CCOC(=O)c1cnc2c(C#N)c(C)nn2c1C	-10
-1.4	54	Cc1ccc2nc(C)cc(C(=O)OCC(=O)c3ccc(Cl)c([N+](=O)[O-])c3)c2c1	2
-1.4	3	CC1Sc2ccc(S(=O)(=O)CCC(=O)N3CCN(c4ccccc4)CC3)cc2NC1=O (configuration not stated)	-24
0.2	3	CN(C)c1nc(F)c(F)c(S(=O)(=O)c2ccccc2)c1F	-18
3.6	18	C[C@H](NC(=O)[C@H]1N2C(=O)c3ccccc3C2SC1(C)C)C(=O)N1CCC[C@H]1C(=O)O (some centres not stated)	-15
-0.6	3	COCCNC(=O)Cn1cnc2c1c(=O)n(C)c(=O)n2C	-15

Complete entries from above. Values in the order: STK33 inh | OX1R antag-1 | OX1R antag-2
`Cc1cccc(OCCC(=O)NCC(c2ccccc2)N(C)C)c1` (configuration not stated) is entered as -0.1 | 4 | -16
`CCOC(=O)c1cnc2c(C#N)c(C)nn2c1C` is entered as -0.5 | 2 | -10
`Cc1ccc(S(=O)(=O)N2CCOCC2)cc1C(=O)OCC(=O)NC1CC1` is entered as -1.1 | -5 | 21
`COc1ccc(-c2ccc(CCC(=O)O)n2NC(=O)c2ccc(O)cc2)cc1` is entered as 1.5 | 19 | 5
`CN(C)c1nc(F)c(F)c(S(=O)(=O)c2ccccc2)c1F` is entered as 0.2 | 3 | -18

Next compounds follow:
STK33 inh	OX1R antag-1	Molecule	OX1R antag-2
-0.7	15	CCC(O)CNc1nc(-n2nc(C)cc2C)nc2sc3c(c12)CC(C)(C)OC3 (configuration not stated)	-18
-1.1	10	COc1ccc(N2CCN(C(=O)Cc3cccs3)CC2)cc1	-14
-1.1	22	CC1=NN(C(=O)CCc2ccccc2)C(O)(c2ccncc2)C1 (configuration not stated)	-14
-4.4	13	O=C(O)c1ccc(Nc2nc3c(s2)CCCC3)cc1	-18
-0.3	25	O=C(COC(=O)c1ccc([N+](=O)[O-])o1)Nc1ccc(N2CCOCC2)cc1	-8
-0.8	24	O=C(O)c1cnn(-c2nc(-c3cccc(F)c3)cs2)c1C(F)(F)F	-2
2.7	21	Cc1ccc(S(=O)(=O)Nc2cc3c4c(c2)CCN4C(=O)CC3)cc1	-21
0.6	33	S=C1NCN(CCc2ccccc2)CN1	-2
0.7	36	COCC(=O)Nc1cc(C)cn(Cc2cccc(C(F)(F)F)c2)c1=O	-16
-1.8	5	O=C(CN1CCN(c2ccccn2)CC1)N1c2ccccc2Sc2ccc(C(F)(F)F)cc21	-6
-1.0	14	CC(=O)CNc1ccc(S(=O)(=O)N/N=C/c2ccccc2)cc1	-19
-0.2	2	COc1ccc(C(C)(C)C)cc1NC(=O)CCN1C(=O)NC(C)(C)C1=O	-28
4.5	1	Cc1c(C(=O)N2CCCC2)c(S(=O)(=O)Nc2ccccc2)c(C)n1C	-5
-0.5	-21	COC(=O)C1(CCSC)NC(c2ccc(O)c(OC)c2)C2C(=O)N(c3ccc(C)cc3)C(=O)C21 (configuration not stated)	-13
0.9	27	Cc1ccc(N2CC(C(=O)Nc3cc(Cl)ccc3-n3cncn3)CC2=O)cc1 (configuration not stated)	-25
-0.1	4	O=C(NNC(=O)C1CCC1)c1ccccc1	-4
-2.0	14	Cc1ccc(N2CC(NS(=O)(=O)c3cccnc3)CC2=O)cc1 (configuration not stated)	-13
0.0	19	Cc1sc(NC(=O)CS(=O)(=O)c2ccccc2)c(C(N)=O)c1C	-19
0.0	13	Cc1ccnc(NC(=O)CNC(=O)Cc2cccc3ccccc23)c1	-11
-0.7	9	C[C@H](NC(=O)[C@H]1N2C(=O)c3ccccc3C2SC1(C)C)C(=O)N1CCCCC1 (some centres not stated)	-22
0.1	20	CCN(CC)C(=O)Cn1c(=O)n(-c2ccccc2)c(=O)c2c3c(sc21)CCC3	-19
-0.1	38	CC(Oc1ccccc1)C(=O)N=Nc1c(O)[nH]c2ccc(Br)cc12 (configuration not stated)	-20
-1.5	0	CC1CCCC(C)N1C(=O)COC(=O)c1ccc(Br)o1 (configuration not stated)	-1
-0.5	5	O=C(NCc1ccco1)c1cnc2sccn2c1=O	4
-0.4	-3	COc1ccc(Cc2nnc(NC(=O)Nc3ccc(F)cc3)s2)cc1OC	-38
-1.0	5	Cc1ccc(SCc2cc(=O)n3[nH]c(C)nc3n2)cc1	-11
-2.6	13	Cc1ccccc1OCC(=O)NNC(=O)c1cc(S(=O)(=O)N(C)C)ccc1N1CCCC1	-27
0.2	24	CC(=O)c1cc2c(cc1N/C(=N/S(=O)(=O)c1ccc(C)cc1)c1ccccc1)OCO2	-27
-1.6	16	Cc1ccc(-c2nc(SCC(N)=O)c(C#N)c3c2CCCC3)cc1	-26
-1.1	24	CC(C)S(=O)(=O)C/C(N)=N/OC(=O)c1cc(Cl)cc(Cl)c1	-24
.	13	CC(C)[C@H]1COCCS(=O)(=O)N1Cc1ccccc1-c1cccc(Cl)c1	11
-3.1	5	CC(=Nc1ccc2c(c1)nc(CO)n2C)C1=C(O)CC(C)(C)CC1=O	-8
-1.2	16	CC[n+]1c(-c2ccccc2)csc1Nc1c(C)n(C)n(-c2ccccc2)c1=O	-17
-1.0	10	CC(C)N(Cc1ccccc1)C(=O)COC(=O)C1CCCCC1	-10
0.6	13	COc1ccc(C)cc1NC(=O)CN(C)S(=O)(=O)c1cc(C)ccc1OC	-9
0.3	4	Cn1c(=O)c2c(ncn2CC(=O)N/N=C/c2c[nH]c3ccccc23)n(C)c1=O	-13
-0.7	15	CC(=O)c1c(Nc2ccc3c(c2)OCCO3)oc(C)cc1=O	-15
-1.5	17	CCN(C(=S)NC(=O)C1CC1)c1ccccc1	-10
-1.1	10	CN1C(=O)c2ccccc2Sc2ccc(NC(=O)NC3CC3)cc21	-26

Four compounds out of the list above, arranged by the number in OX1R antag-1, rising:
STK33 inh	OX1R antag-1	Molecule	OX1R antag-2
0.8	5	CSC1=C(C#N)C(c2ccccc2C)C(C#N)=C(N)N1 (configuration not stated)	-11
0.3	6	CC(=O)N/C(=C\c1ccccc1)C(=O)Nc1ccc(O)cc1	-11
-1.2	10	Cc1cc(C)cc(NC(=O)Cn2nnc(C(=O)NCc3ccco3)c2N)c1	-4
1.4	27	O=C(Nc1ccc2nc(-c3cccnc3)[nH]c2c1)c1ccccc1F	-3
